Pax4 mRNA alpha TC1 – activators of Pax4 gene expression, primary screen, RT-PCR, mouse alpha TC1 cells, single point (AID 1053180); mouse alpha TC1 cells, Pax4 mRNA qPCR, 6 days; active compounds read high; 100% = Pax4 plasmid added at qPCR; activation, % at 10 µM; hit rate 0.2% among 9,600;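 active = highest normalized replicate activity of 15 or more, or at least half the replicates reach 15 or more; inactive = neither condition met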;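 note: pax4 Ct normalized to GAPDH with activation seen as lower delta delta Ct; plate controls were plate neutral control wells for no effect and Pax4 plasmid positive control for full effect; each compound tested in two replicate wells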
DLD1 CTGF mRNA – YAP1 pathway inhibitors via CTGF transcript, primary screen, DLD1 colon cancer cells, RT-qPCR, single point (AID 743449); DLD1 CTGF mRNA qPCR, 24 h; active compounds read high; inhibition, % at 12.5 µM; hit rate 0.9% among 9,900;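 active = mean normalized replicate activity at least 50 and at least half of replicates each reaching 50; inconclusive = only one of the two criteria met; inactive = neither criterion met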;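 note: 0% = neutral control wells and 100% = dasatinib control wells; higher means stronger suppression of CTGF expression like dasatinib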
The depositor's hits bear a star; ? = inconclusive; . = no result given.

SMILES	Pax4 mRNA alpha TC1	DLD1 CTGF mRNA
N#C[C@@H]1[C@H](c2ccccc2C2=CCCC2)[C@H](CO)N1C(=O)Cc1ccncc1	0.0	17
CC(C)NC(=O)N1[C@H](CO)[C@@H](c2ccccc2)[C@H]1CN(C)C(=O)c1cccnc1	0.0	2
O=C(C[C@H]1CC[C@@H]2[C@H](COC[C@@H](O)CN2C(=O)c2cnccn2)O1)NCc1ccc(Cl)cc1	0.0	8
COc1ccc(NC(=O)N[C@H]2CC[C@H](CCNC(=O)CN3CCOCC3)O[C@H]2CO)cc1	0.0	-23
CCCC#Cc1ccc([C@@H]2[C@@H](CO)N3CCCCN(CCC)C[C@@H]23)cc1	0.0	-28
CCCC#Cc1cnc2c(c1)C(=O)N([C@@H](C)CO)C[C@@H](C)[C@@H](CN(C)C(=O)Nc1cc(F)ccc1F)O2	0.2	21
COc1ccc2c3c([nH]c2c1)[C@@H](CO)N(C)CC31CCN(S(=O)(=O)c2ccc(C)cc2)CC1	0.0	6
C[C@@H]1CCCCO[C@H](CN(C)Cc2ccc3c(c2)OCO3)[C@H](C)CN([C@@H](C)CO)C(=O)c2cc(NS(=O)(=O)c3cn(C)cn3)ccc2O1	0.0	-36
COCC(=O)Nc1ccc2c(c1)C(=O)N(C)C[C@@H](OC)[C@@H](C)CN(C(=O)c1ccncc1)[C@@H](C)CO2	0.0	-23
CN1C[C@@H]2[C@H](c3ccccc31)[C@H](CO)N2S(=O)(=O)c1ccccc1	0.0	-2
CNC[C@@H]1Oc2ccc(NC(=O)NC3CCCCC3)cc2CC(=O)N([C@@H](C)CO)C[C@H]1C	0.0	15
CCCC(=O)Nc1ccc2c(c1)C(=O)N(C)[C@H]1CC[C@H](CC(=O)N3CCCCC3)O[C@H]1CO2	0.0	2
C[C@H](CO)N1C[C@H](C)[C@@H](CN(C)Cc2ccncc2)OCCCC[C@H](C)Oc2ccc(NS(=O)(=O)c3ccc(Cl)cc3)cc2C1=O	0.0	11
O=C(Nc1ccc(C(F)(F)F)cc1)Nc1ccc2c(c1)[C@@H]1C[C@H](CC(=O)N3CCc4ccccc4C3)O[C@H](CO)[C@@H]1O2	0.0	-58
N#C[C@@H]1N[C@H](CO)[C@H]1c1ccc(-c2cccc(F)c2)cc1	0.0	-14
COc1cccc(NC(=O)Nc2ccc3c(c2)C(=O)N(C)C[C@H](OC)[C@@H](C)CN(CC2CC2)[C@@H](C)CO3)c1	0.0	-2
COc1ccccc1S(=O)(=O)N1CC[C@H]2[C@H](CO)Nc3ccc(-c4ccc(C#N)cc4)cc3[C@H]21	0.0	26
CCC(=O)N1[C@H](CO)[C@@H](c2ccccc2)C12CN(C(=O)Nc1ccccc1F)C2	.	-31
O=C(Cc1ccccc1)N1CC[C@@H]2[C@H](CO)Nc3ccc(C4=CCCCC4)cc3[C@@H]21	0.0	-10
COCC(=O)N1[C@H](C#N)[C@H](c2ccccc2-c2ccccc2F)[C@H]1CO	0.0	1
COc1ccc(S(=O)(=O)N(C)C[C@@H]2Oc3ncccc3C(=O)N([C@H](C)CO)C[C@@H]2C)cc1	0.0	-7
CO[C@H]1CN(C)C(=O)c2cc(NC(C)=O)ccc2OC[C@H](C)N(Cc2ccncc2)C[C@H]1C	0.0	-3
C[C@H]1CCCCO[C@H](CN(C)Cc2ccc3c(c2)OCO3)[C@@H](C)CN([C@@H](C)CO)C(=O)c2cc(NS(=O)(=O)c3cn(C)cn3)ccc2O1	0.0	2
COc1ccc(S(=O)(=O)N(C)C[C@H]2OCCCC[C@@H](C)Oc3ccc(NC(=O)Cc4ccccc4)cc3C(=O)N([C@@H](C)CO)C[C@H]2C)cc1	0.0	-21
C[C@H](CO)N1C[C@H](C)[C@H](CN(C)S(=O)(=O)c2ccc(Oc3ccccc3)nc2)OCc2cnnn2CCCC1=O	0.0	?
CC=Cc1ccc2n(c1=O)C[C@@H]1[C@@H](CO)[C@H](C(=O)N[C@H](C)c3ccccc3)N(C(=O)c3ccccn3)[C@H]21 (mixture of isomers)	0.0	-4
Cc1cc(C(=O)Nc2ccc3c(c2)C(=O)N(C)[C@@H]2CC[C@@H](CC(=O)NCc4ccc(-c5ccccc5)cc4)O[C@H]2CO3)no1	0.5	-214
CO[C@H](CN(C)S(=O)(=O)c1ccc(F)cc1)[C@@H](C)CN(Cc1ccccc1Cl)[C@@H](C)CO	0.0	10
O=C(Nc1cc(F)ccc1F)N[C@@H]1CC[C@H](CCn2cc(C3CCCCC3)nn2)O[C@H]1CO	0.0	3
COc1ccc(NC(=O)N2CCC3(CC2)CN(C(=O)CN2CCOCC2)[C@H](CO)c2[nH]c4cc(OC)ccc4c23)cc1	0.0	25
O=C(NCc1ccccc1)[C@@H]1[C@@H](CO)[C@@H]2Cn3c(cccc3=O)[C@H]1N2C(=O)Cc1ccccn1	0.0	-10
C[C@@H]1CN([C@@H](C)CO)C(=O)c2ccccc2-c2ccccc2CO[C@H]1CN(C)C(=O)Nc1cccc(C(F)(F)F)c1	0.0	65*
C[C@H](CO)N1C[C@H](C)[C@@H](CN(C)S(=O)(=O)c2cn(C)cn2)OCc2cnnn2CCCC1=O	0.0	-48
N#C[C@@H]1[C@H](c2ccccc2C2=CCCC2)[C@@H](CO)N1C(=O)c1cccc(F)c1	0.0	-25
CC(C)[C@H]1CC=CC[C@@H](C)Oc2ccccc2C(=O)N(C)[C@H](C(C)C)C(=O)N1 (mixture of isomers)	0.0	35
O=C(C[C@@H]1C=C[C@@H](NC(=O)CCN2CCCCC2)[C@@H](CO)O1)Nc1nccs1	0.0	-1

By substructure, the compounds so far with an aryl methoxy group (seven)
SMILES	Pax4 mRNA alpha TC1	DLD1 CTGF mRNA
COc1ccc(NC(=O)N[C@H]2CC[C@H](CCNC(=O)CN3CCOCC3)O[C@H]2CO)cc1	0.0	-23
COc1ccc2c3c([nH]c2c1)[C@@H](CO)N(C)CC31CCN(S(=O)(=O)c2ccc(C)cc2)CC1	0.0	6
COc1cccc(NC(=O)Nc2ccc3c(c2)C(=O)N(C)C[C@H](OC)[C@@H](C)CN(CC2CC2)[C@@H](C)CO3)c1	0.0	-2
COc1ccccc1S(=O)(=O)N1CC[C@H]2[C@H](CO)Nc3ccc(-c4ccc(C#N)cc4)cc3[C@H]21	0.0	26
COc1ccc(S(=O)(=O)N(C)C[C@@H]2Oc3ncccc3C(=O)N([C@H](C)CO)C[C@@H]2C)cc1	0.0	-7
COc1ccc(S(=O)(=O)N(C)C[C@H]2OCCCC[C@@H](C)Oc3ccc(NC(=O)Cc4ccccc4)cc3C(=O)N([C@@H](C)CO)C[C@H]2C)cc1	0.0	-21
COc1ccc(NC(=O)N2CCC3(CC2)CN(C(=O)CN2CCOCC2)[C@H](CO)c2[nH]c4cc(OC)ccc4c23)cc1	0.0	25

Later entries
SMILES	Pax4 mRNA alpha TC1	DLD1 CTGF mRNA
Cc1noc(C)c1S(=O)(=O)N(C)C[C@H]1OCCCC[C@@H](C)Oc2ccc(NS(=O)(=O)c3cn(C)cn3)cc2C(=O)N([C@@H](C)CO)C[C@H]1C	0.0	-7
Cc1noc(C)c1NC(=O)Nc1ccc2c(c1)C(=O)N(C)[C@H]1CC[C@@H](CC(=O)N[C@H]3CCN(Cc4ccccc4)C3)O[C@H]1CO2	0.0	20
Cc1ccc(S(=O)(=O)Nc2ccc3c(c2)C(=O)N([C@H](C)CO)C[C@H](C)[C@H](CN(C)S(=O)(=O)c2cccs2)OCCCC[C@H](C)O3)cc1	0.0	-3
CC=Cc1ccc2n(c1=O)C[C@@H]1[C@@H](CO)[C@H](C(=O)NCc3ccccc3Cl)N(S(C)(=O)=O)[C@H]21 (mixture of isomers)	0.0	-2
O=S(=O)(c1cccs1)N1CCCCN2[C@H](C1)[C@H](c1ccc(/C=C/c3ccccc3)cc1)[C@@H]2CO	0.0	46
CO[C@H]1CN(C)C(=O)c2cc(NC(=O)Nc3ccccc3F)ccc2OC[C@@H](C)N(CCC(F)(F)F)C[C@@H]1C	0.0	8
O=C(C1CCOCC1)N1CC(=O)N2[C@H](CO)[C@@H](c3ccc(-c4cccnc4)cc3)[C@@H]2C1	0.0	-35
Cc1ccccc1S(=O)(=O)Nc1ccc2c(c1)C(=O)N(C)[C@H]1CC[C@H](CC(=O)O)O[C@@H]1CO2	0.0	-13
N#C[C@@H]1[C@H](c2ccccc2-c2ccccc2F)[C@H](CO)N1C(=O)Cc1ccccc1	0.0	15
CN1c2ccc(C3=CCCCC3)cc2[C@@H]2[C@@H](CCN2C(=O)C2CCOCC2)[C@H]1CO	0.0	-3
COc1ccc2c3c(n(C)c2c1)[C@H](CO)N(C(=O)c1ccc(F)cc1)CC31CCN(C)CC1	0.1	-23
O=C(Nc1ccc2c(c1)[C@H]1C[C@@H](CC(=O)N3CCCCC3)O[C@H](CO)[C@H]1O2)NC1CCCCC1	0.0	4
O=C(Cc1cccnc1)N1CC(=O)N2[C@H](CO)[C@@H](c3ccc(C#CC4CCCCC4)cc3)[C@H]2C1	0.0	-21
CO[C@H]1CN(C)C(=O)c2cc(NC(=O)C3CCOCC3)ccc2OC[C@@H](C)NC[C@H]1C	0.0	-21
O=C(C[C@H]1CC[C@H](NC(=O)CN2CCOCC2)[C@H](CO)O1)NC1CCC1	0.0	28
CCC(=O)N1[C@H](CO)[C@@H](c2ccccc2)[C@@H]1CN(C)C(=O)CN1CCOCC1	0.0	-16
CCS(=O)(=O)Nc1ccc2c(c1)C(=O)N(C)[C@H]1CC[C@H](CC(=O)N[C@H]3CCN(Cc4ccccc4)C3)O[C@H]1CO2	0.0	0
COc1ccc2c3c([nH]c2c1)[C@@H](CO)NCC31CCN(C(=O)C2CCOCC2)CC1	0.0	-8
CCCNC(=O)N1CC2(C1)[C@H](c1ccccc1)[C@H](CO)N2Cc1ccc(Cl)cc1	.	-19
C=C(C)C[C@H]1CCn2cc(nn2)COCCNC1=O	0.1	0
CCC(=O)NC[C@@H]1[C@@H](c2ccc(-c3ccc(F)cc3)cc2)[C@@H](CO)N1C(=O)CC	0.0	0
CN(C)C(=O)c1ccc(-c2ccc(C3[C@@H]4CN(C(=O)Nc5ccc(Cl)cc5)C[C@H]3N4)cc2)cc1 (stereo partly drawn)	0.0	4
COc1ccc(S(=O)(=O)Nc2ccc3c(c2)CC(=O)N([C@@H](C)CO)C[C@@H](C)[C@@H](CN(C)C(=O)Nc2c(C)noc2C)O3)cc1	0.0	41
C[C@@H]1CN([C@@H](C)CO)C(=O)c2cc(NS(=O)(=O)c3ccc(Cl)cc3)ccc2O[C@@H](C)CCCCO[C@H]1CN(C)C(=O)CCCN(C)C	0.0	27
COc1cccc(NC(=O)N2CC(=O)N3[C@H](CO)[C@@H](c4ccc(C#CCC5CCCC5)cc4)[C@H]3C2)c1	0.2	-9
CCS(=O)(=O)NCC[C@@H]1CC[C@@H](NC(=O)Nc2cc(Cl)cc(Cl)c2)[C@@H](CO)O1	0.0	-19
COc1cccc(NC(=O)C[C@H]2CC[C@@H]3[C@H](COc4ccc(NS(=O)(=O)c5cccc(F)c5)cc4C(=O)N3C)O2)c1	0.0	-2
COc1ccc(-c2ccc(C3[C@H]4CNC[C@@H]3N4S(=O)(=O)c3cn(C)cn3)cc2)cc1 (stereo partly drawn)	0.0	-13
COc1ccc2c3c(n(C)c2c1)[C@@H](CO)NCC31CCN(S(=O)(=O)c2cccc(C)c2)CC1	0.1	8
CC(C)NC(=O)N(C)C[C@H]1Oc2ccc(NC(=O)Cc3ccccc3)cc2CC(=O)N([C@@H](C)CO)C[C@H]1C	0.0	-5
CO[C@@H]1CN(C)C(=O)c2ccc(NS(C)(=O)=O)cc2OC[C@H](C)N(CC2CC2)C[C@H]1C	0.0	?
O=C(CN1CCOCC1)N[C@H]1CC[C@H](CCn2cc(C3CC3)nn2)O[C@@H]1CO	0.0	13
Cc1noc(C)c1S(=O)(=O)Nc1ccc2c(c1)C(=O)N([C@H](C)CO)C[C@H](C)[C@@H](CN(C)Cc1ccc(C(=O)O)cc1)OCCCC[C@H](C)O2	0.0	-20
COc1cccc(NC(=O)Nc2ccc3c(c2)C(=O)N(C)C[C@@H](OC)[C@@H](C)CN(CC2CC2)[C@H](C)CO3)c1	0.0	20
COCC(=O)N(C)C[C@H]1[C@H](c2ccccc2)[C@@H](CO)N1C(=O)Cc1ccncc1	0.0	15
COc1ccccc1NC(=O)N1CCCCN2[C@H](CO)[C@@H](c3ccc(-c4cccc(C#N)c4)cc3)[C@@H]2C1	0.0	-26
CCCC#Cc1ccc([C@@H]2[C@@H](CO)N(C(=O)CN3CCOCC3)[C@H]2C#N)cc1	0.0	-3
CCS(=O)(=O)N1[C@H](CO)[C@@H](c2ccc(C#CCC3CCCC3)cc2)[C@@H]1C#N	0.0	-26
COc1ccccc1S(=O)(=O)N(C)C[C@H]1OCc2ccccc2-c2ccccc2C(=O)N([C@H](C)CO)C[C@@H]1C	0.0	-8
CN1C[C@@H](O)COC[C@H]2O[C@H](CC(=O)NC3CCCC3)CC[C@@H]21	0.0	7
COc1ccc(-c2ccc3c(c2)[C@@H]2[C@@H](CCN2C(=O)c2ccncc2)[C@@H](CO)N3C)cc1	0.0	5
COc1ccc(-c2ccccc2[C@H]2[C@@H](CO)N(C(=O)NC(C)C)[C@H]2C#N)cc1	0.0	-12
C[C@@H]1CN([C@@H](C)CO)C(=O)Cc2cc(NC(=O)C3CC3)ccc2O[C@H]1CN(C)S(=O)(=O)c1cn(C)cn1	0.0	1
COc1cccc(NC(=O)C[C@@H]2CC[C@@H]3[C@H](COc4ccc(NS(=O)(=O)c5cccc(F)c5)cc4C(=O)N3C)O2)c1	0.0	-76

For reference, 2 of the compounds above.
SMILES	Pax4 mRNA alpha TC1	DLD1 CTGF mRNA
COc1ccccc1S(=O)(=O)N1CC[C@H]2[C@H](CO)Nc3ccc(-c4ccc(C#N)cc4)cc3[C@H]21	0.0	26
CCC(=O)N1[C@H](CO)[C@@H](c2ccccc2)C12CN(C(=O)Nc1ccccc1F)C2	.	-31

Screening data from PubChem.

Only part of the results is shown; rates above refer to the full screens.
